Compound activity deposited in PubChem by several laboratories.
IEC-6 tox: IEC-6 cytotoxicity, counter-screen for KLF5 inhibitors; luminescence viability; inhibition, % at 5 µM; 290,000 compounds, 0.78% hits; in the data active means inhibition above about 22%;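 further: 0% = plate median of test compound wells and 100% = cytotoxic reference compound wells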
GSK3A inh: human GSK-3 alpha kinase inhibition. 320,000 compounds, 0.1% hits. inhibition, % at 10 µM. AID 2650. P49840. ADP-Glo luminescence, 60 min;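 in the data active means inhibition above about 50%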;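 further: GST-tagged GSK-3 alpha with peptide substrate and 25 µM ATP; 0% = DMSO neutral wells and 100% = GW8510 positive control wells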
Target sequence (P49840 whole entry, looked up): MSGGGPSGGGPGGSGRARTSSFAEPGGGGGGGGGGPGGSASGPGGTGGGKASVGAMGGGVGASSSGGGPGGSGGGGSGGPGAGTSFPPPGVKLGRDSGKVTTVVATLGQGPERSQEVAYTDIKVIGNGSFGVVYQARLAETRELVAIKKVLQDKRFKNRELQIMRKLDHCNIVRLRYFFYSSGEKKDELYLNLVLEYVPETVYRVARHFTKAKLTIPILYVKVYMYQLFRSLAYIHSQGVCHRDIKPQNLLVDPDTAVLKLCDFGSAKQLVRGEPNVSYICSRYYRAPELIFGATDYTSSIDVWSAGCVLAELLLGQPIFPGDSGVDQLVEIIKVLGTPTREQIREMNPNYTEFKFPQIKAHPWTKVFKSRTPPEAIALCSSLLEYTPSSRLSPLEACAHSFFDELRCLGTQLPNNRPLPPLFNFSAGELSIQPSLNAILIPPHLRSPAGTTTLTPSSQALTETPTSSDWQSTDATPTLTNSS
GSK3beta inhib: inhibitors of human GSK3beta kinase; AID 2097; 300,000 compounds, 0.038% hits; GST-GSK3beta kinase, ADP-Glo luminescence, 60 min; active compounds read low; activity score (negative = inhibition), % at 10 µM; P49841;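 active means more than half of replicate wells score below -50%, meaning over 50% inhibition versus plate controls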;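 further: 0% = median DMSO wells and -100% = median GW8510 positive control wells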
Target sequence (P49841 whole entry, looked up): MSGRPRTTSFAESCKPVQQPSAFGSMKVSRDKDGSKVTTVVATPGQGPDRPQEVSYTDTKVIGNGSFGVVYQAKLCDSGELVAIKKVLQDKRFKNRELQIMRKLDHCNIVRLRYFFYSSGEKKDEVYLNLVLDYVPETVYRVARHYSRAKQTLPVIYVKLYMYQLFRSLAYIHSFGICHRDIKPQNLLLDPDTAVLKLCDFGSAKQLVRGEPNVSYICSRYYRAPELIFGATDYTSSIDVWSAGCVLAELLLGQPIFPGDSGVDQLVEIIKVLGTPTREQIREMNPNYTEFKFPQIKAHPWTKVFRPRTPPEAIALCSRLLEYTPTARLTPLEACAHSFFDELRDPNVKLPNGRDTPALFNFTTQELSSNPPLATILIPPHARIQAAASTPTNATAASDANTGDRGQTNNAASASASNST
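test system = GST-tagged human GSK3beta kinase, cell-free | reagent = 25 µM ATP with peptide substrate | dosing = one dose of 10 µM per compound | schedule = 60 min reaction, RT | detection = luminescent ADP-Glo measurement of ADP formed | control set = DMSO neutral wells and GW8510 at 20 µM as positive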
KLF5 inh: suppresses KLF5 promoter-driven expression. DLD-1 KLF5 promoter-luciferase reporter, luminescence. inhibition, % at 5 µM. 290,000 compounds, 0.23% hits. AID 1700;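 active means inhibition above a per-plate limit of that plate's mean compound inhibition plus 3 SD, cut at about 60% in these data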;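 further: 0% = DMSO wells and 100% = LY294002 at 200 µM; higher means less KLF5 promoter-driven luciferase light; inactives centre near -14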
AI-2 QS mod: Vibrio harveyi AI-2 quorum sensing modulation | activity change, % at 7.5 µM | 300,000 compounds, 0.4% hits | Vibrio harveyi JMH597 AI-2 luminescence/OD600 ratio, 9 h; active compounds read low; strain lacks LuxN and CqsS sensors; 0 = neutral-control median; in the data active means activity change below about -75%, passing the limit was not always enough;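 further: luminescence divided by OD600 gain over 9 h not by final OD600 alone; inactives centre near 13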
PolyA inhibitor: blocks polyadenylation in yeast reporter cells; S. cerevisiae SKY197-pL101 polyadenylation reporter, beta-gal luminescence; efflux-impaired pdr1/pdr3 knockout yeast; score 100 = 6 SD above DMSO; AID 1875; calls only at 12 µM; 300,000 compounds, 0.02% hits;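 active means lowest replicate activity score at least 50, where 100 means six control SD above control mean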;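 further: yeast exposed to compound for 9 h at 30 °C; higher score means more reporter readthrough which indicates perturbed polyadenylation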
aSyn 5UTR inh: MLPCN primary screen, SNCA 5' untranslated region; alpha-synuclein 5'UTR reporter, inhibitor activity; AID 1813; inhibition, % (tested at 7.5 µM); 300,000 compounds, 0.82% hits; in the data active means inhibition above about 60%;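 further: H4 neuroglioblastoma cells stably carrying SNCA 5'UTR luciferase fusion; 0% = DMSO wells and 100% = positive control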
HSF1 inh: HSF1 inhibition | NIH3T3-HGL HSE-luciferase, MG132-induced, luminescence 8 h; active compounds read low | activity change, negative = inhibition, % at 7.5 µM (by protocol) | 300,000 compounds, 0.77% hits | AID 2098;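 active means more than half of replicate wells show activity change below -50%, luminescence cut by over half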;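 further: luciferase reports HSF-1 transcriptional activity via heat shock element; 0% = median of DMSO wells and -100% = zero luminescence signal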
HSF1 activator: increases HSF-1 driven luciferase reporter signal. activation, % at 9 µM. AID 504408. 300,000 compounds, 1.7% hits. NIH3T3-HGL HSF-1 luciferase reporter, MG132, 8 h; 100% = twice DMSO control signal;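 active means mean replicate activation of at least 50% with a set share of replicates each reaching 50%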;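 further: 0% = median of the neutral control wells and 100% = twice that signal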
HSP90 inh: blocks HSP90-mediated luciferase refolding in reticulocyte lysate | AID 1789 | 290,000 compounds, 0.91% hits | Rabbit reticulocyte lysate, luciferase refolding luminescence, 3 h | inhibition, % at 5.6 µM;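 active means inhibition above the screen-wide mean plus 3 SD, computed separately per campaign, cut at about 16% in these data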;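 further: 0% = DMSO wells and 100% = 60 µM geldanamycin wells; inhibitors lower the luminescence because luciferase stays unfolded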
* marks the source's active call; other numbers are inactive results; i = inactive; / = no result given. The list is partial, so the mix of outcomes need not match the whole.

compound	HSF1 activator	AI-2 QS mod	IEC-6 tox	HSP90 inh	HSF1 inh	GSK3beta inhib	KLF5 inh	aSyn 5UTR inh	PolyA inhibitor	GSK3A inh
COc1cnc(-c2ccccn2)nc1Oc1c(C)cccc1C	-2	22	10	9	-8	3	-14	16	i	-2
Cc1cc(NC(=O)c2ccc3[nH]c(C)c(C)c3c2)ccn1	16	15	6	7	2	0	-64	-58	i	0
C=CCN(C/C(=N\O)c1sc(C(=O)OCC)nc1C)c1cccc(Br)c1	27	26	/	/	7	-1	/	-14	i	0
O=C1CN(C(=O)N[C@@H](Cc2ccccc2)C(=O)N[C@H](Cc2ccccc2)C(=O)O)c2ccccc2N1	-12	6	0	-5	-6	1	-47	30	i	-1
COC(=O)/C(=C1/Oc2ccc(C(C)(C)C)cc2S1)C(F)(F)F	-39	-3	-3	0	-42	0	-14	-224	i	0
CCOC(=O)C1CCCN(C(=S)NC(=O)/C=C/c2ccc(F)cc2)C1 (stereo unspecified)	7	36	0	-1	16	0	2	24	i	4
CCS(=O)(=O)c1ccc2oc(SCC(=O)NC34CC5CC(CC(C5)C3)C4)nc2c1	4	17	-4	3	5	1	-23	-24	i	0
CSc1sc(C(=O)NNC(C)=O)c2c1C=CCC2	-3	24	7	5	1	1	10	3	i	-2
CCOC(=O)N1CCC(NS(=O)(=O)c2ccc(C#N)cc2)CC1	-2	23	4	3	6	1	0	16	i	-3
Cc1cc(NC(=O)CCC(=O)N(CC(=O)NC2CCCC2)c2cccc(C)c2C)no1	4	12	7	-1	0	-4	-52	-6	i	-1
COc1ccc(OC)c2sc(N(CCN(C)C)C(=O)c3cc(Cl)sc3Cl)nc12	-5	13	-2	3	1	-6	-1	16	i	2
Cc1ccc(NC(=O)CCC(=O)NNS(=O)(=O)c2ccccc2)cc1C	-2	18	-6	3	-6	0	-1	7	i	0
Cc1c(Cl)cccc1NC(=O)CSC(C)c1nc2ccccc2c(=O)[nH]1 (stereo unspecified)	9	19	0	-2	5	2	-14	2	i	0
C[C@]12CCC(O)CC1CCC1C2CC[C@]2(C)C(c3cc(C(F)(F)F)n[nH]3)CCC12 (stereo partly specified)	-5	53	-2	0	-7	0	-18	-27	i	0
COc1cccc(CNC(=O)C2CC(=O)N(c3ccc4c(c3)OCCO4)C2)c1 (stereo unspecified)	13	19	/	/	-2	3	/	19	i	-2
COc1cc(CC(NC(C)=O)C(=O)NC2CCN(C(=O)C3CC3)CC2)cc(OC)c1 (stereo unspecified)	18	17	6	4	7	3	-6	14	i	-2
CCN1CCN(Cc2ccc(OCc3ccccc3)c(OC)c2)CC1	0	46	1	-1	-13	-2	-36	-90	i	-3
CC(=O)Nc1ccc(S(=O)(=O)Nc2cccc(-c3ccc4nncn4n3)c2)cc1	-3	16	-2	0	-3	2	-5	-10	i	2
Cc1cccc(N(C(=O)c2snc(C(N)=O)c2N)C(C(=O)NCC2CCCO2)c2c[nH]c3ccccc23)c1 (stereo unspecified)	-9	15	-2	-2	-8	1	-8	4	i	-2
Cc1[nH]nc2ncc(C(=O)c3ccccc3O)cc12	-40	3	0	-3	-34	-5	-8	20	i	14
Cc1cc(C(=O)O)ccc1-c1ccc(/C=N/n2cnnc2)o1	-12	30	2	-1	-1	-2	-4	2	i	0
CNS(=O)(=O)c1cccc(C(=O)NCC(c2ccco2)N(C)C)c1 (stereo unspecified)	-6	-1	-3	2	-6	1	-11	7	i	-1
O=C(c1ccco1)N1N=C(C2CCCCC2)CC1(O)C(F)(F)F (stereo unspecified)	16	5	-1	-1	-5	1	2	9	i	-3
CCC(C)NC(=S)NNC(=O)c1ccc(C(C)(C)C)cc1 (stereo unspecified)	-1	19	-2	0	-2	1	-16	-25	i	24
COc1ccc(C(=O)CSc2nnc(CNc3ccc(F)cc3)o2)cc1	41	11	-1	-1	12	0	-15	-22	i	-1
CC1CCCN(S(=O)(=O)c2ccc(C(=O)Nc3sc4c(c3C(N)=O)CCN(C)C4)cc2)C1 (stereo unspecified)	-4	6	4	0	1	2	2	4	i	3
CC(=O)Nc1sc(N/N=C/c2ccc(N(C)C)cc2)nc1-c1ccc(C)cc1	-5	9	5	-3	-1	0	-62	-68	i	/
O=C(O)c1ccc(Nc2ccc([N+](=O)[O-])c3nonc23)cc1	-5	26	-5	3	-4	-6	-52	13	i	4
COc1ccc(NC(=O)C2CCN(S(=O)(=O)c3ccc4[nH]c(=O)oc4c3)CC2)c(OC)c1	-1	33	-3	1	1	0	-14	-15	i	/
Cc1ccc(S(=O)(=O)N2CC(C(=O)O)Oc3ccccc32)cc1 (stereo unspecified)	23	15	-7	-2	0	-2	-27	4	i	-3

Brought forward from above: 2 entries, then new ones.
compound	HSF1 activator	AI-2 QS mod	IEC-6 tox	HSP90 inh	HSF1 inh	GSK3beta inhib	KLF5 inh	aSyn 5UTR inh	PolyA inhibitor	GSK3A inh
COc1ccc(NC(=O)C2CCN(S(=O)(=O)c3ccc4[nH]c(=O)oc4c3)CC2)c(OC)c1	-1	33	-3	1	1	0	-14	-15	i	/
Cc1ccc(S(=O)(=O)N2CC(C(=O)O)Oc3ccccc32)cc1 (stereo unspecified)	23	15	-7	-2	0	-2	-27	4	i	-3
CCN(CC(=O)Nc1c(F)cccc1F)C(=O)c1ccc2c(c1)S(=O)(=O)N=C1CCCCCN12	0	2	/	/	1	1	/	1	i	-3
Cc1c(Cl)cccc1NC(=S)N1CCC(N(C)CC2CCCO2)CC1 (stereo unspecified)	/	5	5	-3	/	-2	-4	-3	i	-1
COc1ccc(NS(=O)(=O)c2cc(C)ccc2OC)cc1OC	-10	11	3	2	1	0	5	10	i	-3
COc1ccc2c(C)nc(Nc3nc(C)c(C)c(=O)[nH]3)nc2c1	5	23	-1	-3	16	-1	-22	103*	i	1
Nc1ccc2c(c1)sc1ccccc12	-43	4	-2	2	-41	-1	-41	-148	i	4
COc1cc(C(C(=O)NC2CCCCC2)N(CCN2CCOCC2)C(=O)C2COc3ccccc3O2)cc(OC)c1OC (stereo unspecified)	5	-5	2	3	-5	1	-29	18	i	-5
Cc1cc(C(=O)Nc2cc(C)n(Cc3ccc(Cl)cc3)n2)no1	36	0	-1	4	6	-2	-21	-48	i	1
CCCS(=O)(=O)N1CCCC(C(=O)NCCCN2CCN(c3ccc(F)cc3)CC2)C1 (stereo unspecified)	-1	8	2	1	-8	3	-28	-14	i	0
COC(CNC(=O)c1ccc(-n2c(=S)[nH]c3ccccc3c2=O)cc1)OC	2	27	1	-5	0	1	9	14	i	-1
CC1(C)CC(NC(=O)N2c3ccccc3Sc3ccccc32)CC(C)(C)N1	-3	16	1	2	-7	-10	-13	-5	i	-2
COc1ccc(CCNC(=O)CSc2nc3ccccc3o2)cc1OC	2	17	-1	10	-6	3	-34	-8	i	-2
COc1ccc([N+](=O)[O-])cc1NC(=O)CSc1ccccc1	-16	6	-2	1	5	0	-14	-1	i	-1
O=C(C/C=N/OCc1ccc(Cl)cc1Cl)c1ccccc1	5	-38	-6	-1	2	-3	-6	3	i	-2
CC(=O)Nc1ccc(/C(C)=N/NC(=O)c2ccc(CN3CCOCC3)cc2)cc1	4	31	-5	-3	-6	-1	-25	-15	i	-3
Cc1ccc(C)c(OCCCN2CCNCC2)c1	1	22	-6	-3	0	2	-19	-2	i	-1
COc1ccc(Cc2ccc(OC)c(N)c2)cc1N	7	-2	4	10	-3	-2	-21	1	i	-4
COCCNS(=O)(=O)c1ccc(C2CNC(=O)C2)cc1 (stereo unspecified)	-10	-4	3	3	2	-5	-22	3	i	2
CC(=O)N1CCc2cc(S(=O)(=O)N3CCCCCC3)ccc21	-33	3	7	0	-15	/	7	-5	i	-2
Cc1cc(OCC(=O)NCCCN2CCOCC2)c2c(C)c(C)c(=O)oc2c1	-7	17	1	1	-3	2	-32	0	i	3
CC(Sc1nnnn1-c1ccc(O)cc1)c1nc2ccccc2c(=O)[nH]1 (stereo unspecified)	-27	29	-2	1	-10	5	-18	4	i	1
Cc1ccc(CNC(=O)C(c2ccccc2)c2ccccc2)cc1	11	17	3	0	5	-3	-16	4	i	-3
Fc1cccc(CCN2CCNC[C@@H]2Cc2ccccc2)c1	-3	-3	/	/	-7	-3	/	-5	i	-1
O=C(O)c1nn(CC(=O)N2CCN(c3ncc(C(F)(F)F)cc3Cl)CC2)c(=O)c2ccccc12	26	30	-3	2	2	-1	-16	10	i	-1
CN1CCN(C(=O)c2ccc(Cl)c(S(=O)(=O)N3CCCCCC3)c2)CC1	-6	-8	1	-1	-3	4	5	21	i	-1
COc1ccc(CCNS(=O)(=O)c2ccc3oc(C(=O)O)c(C)c3c2)cc1OC	-1	-19	-2	-2	-4	1	-27	-2	i	5
O=C(Nc1ccc(Cl)c(-c2nc3ccccc3[nH]2)c1)c1ccc2c(c1)OCO2	34	11	8	5	9	-3	25	-13	i	-2
NC(=O)/C(=C/c1ccco1)NC(=O)c1ccc(Br)o1	18	-8	-10	-1	-4	-4	-46	8	i	-1
Cc1nc2ncnn2c(C)c1CCC(=O)N1CCCCC1	-15	5	-6	5	-6	3	-13	1	i	-2
Cc1c(Cl)cccc1NC(=O)CSc1nc2c(c(=O)[nH]1)CCCC2	60*	9	2	2	12	-1	5	11	i	0
Cc1nc2c(cnn2-c2ccc(Cl)cc2)c(=O)n1-c1ccc(N2CCC(C)CC2)cc1	2	16	-4	1	-1	-1	-6	7	i	/

Next entries
compound	HSF1 activator	AI-2 QS mod	IEC-6 tox	HSP90 inh	HSF1 inh	GSK3beta inhib	KLF5 inh	aSyn 5UTR inh	PolyA inhibitor	GSK3A inh
O=C(COc1ccccc1Cl)Nc1ccccc1C(=O)N1CCOCC1	0	7	1	-5	-3	2	-10	-24	i	0
COc1ccc2nc(NC(=O)C3CCCN(S(=O)(=O)c4cccc5nsnc45)C3)sc2c1 (stereo unspecified)	5	31	-2	1	5	2	-21	16	i	-3
COc1ccc(NC(=S)NCCCN2CCOCC2)cc1	10	28	-1	2	4	-2	-19	5	i	1
Cc1nn(-c2ccccc2)c(C)c1-c1nnc(-c2c(C)nn(-c3ccccc3)c2C)o1	15	13	-6	-2	1	-12	-3	-47	i	0
CCOC(=O)Cc1nnc2c(Nc3ccc(C)cc3)nc3nonc3n12	3	25	2	0	8	2	-24	-12	i	1
COc1ccc(NC(=O)CNC(=O)Cn2c(C)cc3ccccc3c2=O)cc1OC	-6	11	-5	-4	-9	2	5	24	i	-2
CC(C)Cc1nc(SCC(=O)N2CCCC2)c2c(=O)n(C)c(=O)n(C)c2n1	-5	6	-1	0	-8	1	-32	5	i	-2
CC(C)CNC(=O)c1ccccc1NC(=O)CSCc1ccccc1	26	2	-3	2	0	0	-8	-7	i	0
c1ccc(C2=Nn3c(nnc3-c3ccncc3)SC2)cc1	-20	8	-5	4	-15	-27	-1	25	i	20
